# PHOSPHO1 block: PHOSPHO1 (human) inhibition; 1.1% of 290,000 active; Q8TCT1; inhibition, % at 13.3 µM; recombinant PHOSPHO1, absorbance phosphatase assay; AID 1565; in the data active = inhibition above about 60%
# Target sequence (Q8TCT1 whole entry, looked up): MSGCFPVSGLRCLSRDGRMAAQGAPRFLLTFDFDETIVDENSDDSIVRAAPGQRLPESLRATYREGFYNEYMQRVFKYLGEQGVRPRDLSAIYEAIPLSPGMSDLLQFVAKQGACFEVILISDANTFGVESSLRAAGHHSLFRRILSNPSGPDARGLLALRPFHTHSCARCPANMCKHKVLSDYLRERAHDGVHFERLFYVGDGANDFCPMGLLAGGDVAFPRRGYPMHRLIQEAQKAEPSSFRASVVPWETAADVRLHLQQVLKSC
# OXTR ag: human OXTR agonism; P30559; CHO-OTR cells, Fluo-8 calcium fluorescence; normalized: DMSO 0%, oxytocin 100%; activation, % at 3 µM; 0.32% of 320,000 active; AID 2435;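 active = activation above the mean of all tested compounds plus 3 SD, cutoff set per screening run, cut at about 20% in these data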;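 note: peak over basal fluorescence ratio from a 100 s FLIPR kinetic read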
# NALP1 inh: blocks the NALP1 inflammasome reconstituted in yeast; S. cerevisiae NALP1/ASC/caspase-1 growth, X-gal OD620, 72 h; inhibition, % at 10 µM; 0.61% of 280,000 active; AID 2071; in the data active = inhibition mostly above about 24%, no sharp cut-off; inactive = mostly below about 32%; note: some compounds called inactive have numbers as strong as hits
# DNA FID counter: fluorescent intercalator displacement, NS3 helicase counter-screen; DNA fluorescent intercalator displacement, fluorescence; inhibition, % at 7.9 µM; AID 1845; 0.17% of 290,000 active; in the data active = inhibition above about 37%;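 note: 0% = vehicle and 100% = reference compound; higher means more ethidium bromide displaced from hairpin DNA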
# PfM18AAP inh: PfM18AAP enzyme inhibition | recombinant PfM18AAP, H-Glu-NHMec fluorogenic cleavage | inhibition, % at 7.35 µM | 1.2% of 290,000 active | AID 1822;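 active = inhibition above the campaign mean inhibition over all tested compounds plus 3 SD, cut at about 28% in these data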;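 note: 0% = plate median of test compound wells and 100% = 2 mM ZnCl2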
# MEKK2mut PB1 HTS: signal of MEK5 binding to mutant human MEKK2 PB1 domain; bead flow cytometry, Alexa488-MEK5 binding to MEKK2 mutant; percent response, % at 10 µM; 0.35% of 290,000 active; AID 1530; in the data active = percent response above about 24%, passing the limit was not always enough; note: inactives centre near 1; some results filed as inactive read as strong as hits; reference of the scale not given here
# MEKK3 PB1 HTS: modulators (inhibitors or enhancers) of MEK5 binding to human MEKK3 PB1 domain. 1.4% of 290,000 active. bead-based flow cytometry, Alexa488-MEK5 binding to MEKK3; actives lie on both sides; 0 = blocked by unlabeled MEK5, 100 = vehicle. AID 1529. binding response (% of control), % at 10 µM;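 active = binding response more than 3 SD above or below the average of its plate-row segment, actives on both sides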;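 note: Alexa488 bead fluorescence after subtracting the streptavidin-only scavenger bead signal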
# GPR7 antagonist: antagonists of human GPR7 (neuropeptides B/W receptor 1). P48145. GPR7-expressing cells, fluorescence antagonist assay. inhibition, % at 4.4 µM. AID 1861. 1.1% of 290,000 active; in the data active = inhibition above about 16%, passing the limit was not always enough;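 note: cells stimulated with the agonist NPW; 0% = agonist with vehicle and 100% = vehicle without agonist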
# Target sequence (P48145 whole entry, looked up): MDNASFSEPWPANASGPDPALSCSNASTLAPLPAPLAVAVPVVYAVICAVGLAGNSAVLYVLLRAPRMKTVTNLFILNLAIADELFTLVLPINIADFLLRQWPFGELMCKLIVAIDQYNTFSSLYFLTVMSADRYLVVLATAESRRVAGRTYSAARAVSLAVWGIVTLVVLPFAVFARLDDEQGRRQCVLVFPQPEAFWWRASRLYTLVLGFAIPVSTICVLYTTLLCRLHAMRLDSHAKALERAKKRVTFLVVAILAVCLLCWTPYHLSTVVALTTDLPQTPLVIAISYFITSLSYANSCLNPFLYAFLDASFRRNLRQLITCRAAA
# MEKK2 WT-MEK5: raises or lowers MEK5 binding to wildtype human MEKK2 PB1 domain; bead flow cytometry, Alexa488-MEK5 binding to MEKK2 WT; actives lie on both sides; binding response (% of control), % at 10 µM; 1.1% of 290,000 active; in the data active = binding response below about 67% or above about 130%
# Active calls of the source: *; . = not tested or not shown.
# Sample of the layout (2 entries):
SMILES,PHOSPHO1 block,OXTR ag,NALP1 inh,DNA FID counter,PfM18AAP inh,MEKK2mut PB1 HTS,MEKK3 PB1 HTS,GPR7 antagonist,MEKK2 WT-MEK5
O=C(O)c1cccc(N/N=C/c2cc(Br)cc(Br)c2O)c1,-4,-1.3,18,-11,10,-2,105,-3,105
CCC/C=C(\CCC)C(NS(=O)(=O)c1cccc2cccnc12)c1ccc(C(=O)OC)cc1 (stereo unspecified),-14,1.7,27,-25,-3,-4,101,-17,96

# The whole of this part, from the start:
SMILES,PHOSPHO1 block,OXTR ag,NALP1 inh,DNA FID counter,PfM18AAP inh,MEKK2mut PB1 HTS,MEKK3 PB1 HTS,GPR7 antagonist,MEKK2 WT-MEK5
O=C(O)c1cccc(N/N=C/c2cc(Br)cc(Br)c2O)c1,-4,-1.3,18,-11,10,-2,105,-3,105
CCC/C=C(\CCC)C(NS(=O)(=O)c1cccc2cccnc12)c1ccc(C(=O)OC)cc1 (stereo unspecified),-14,1.7,27,-25,-3,-4,101,-17,96
CCN(C(=O)c1cc(S(=O)(=O)N2CCOCC2)cn1C)c1cccc(C)c1,-6,0.9,9,-10,-3,3,102,0,97
COc1cc2c(-c3ccccc3O)nc3c(c(C)nn3-c3ccccc3)c2cc1OC,-10,0.5,24,0,-1,9,94,-8,104
Cc1ncsc1CCSc1nc2ccccc2c(=O)n1C,-14,5.7,.,-23,-2,-6,91,-3,95
O=C(NCCCN1CCCC1=O)c1ccc(CNS(=O)(=O)c2ccc(F)cc2)cc1,27,0.0,-3,-14,-12,-3,97,-12,98
CCO[C@@H]1OC(C(=O)NC2CC2)=C[C@H](c2ccc3c(c2)OCO3)[C@H]1CCCO,12,-1.4,-6,-16,2,12,109,-12,109
CCOc1ccc(N(CC(=O)NC2CCCCC2)S(=O)(=O)c2ccccc2)cc1,-4,-1.6,27,-29,0,-1,103,9,99
N#CC1(c2ccc(NC(=O)c3ccccc3)cc2)CCCC1,42,-2.0,16,-7,-5,1,102,5,111
O=C(CCS(=O)(=O)c1ccccc1)Nc1ncc([N+](=O)[O-])s1,24,3.0,-20,9,4,2,101,-7,102
COc1ccc([N+](=O)[O-])c(S(=O)(=O)c2ccccc2)n1,29,-0.7,6,5,-43,1,105,20*,106
COc1ccc(OC)c(/C=N/NC(=O)Cc2nc3ccccc3[nH]2)c1,-5,0.4,27,-6,-6,-1,109,7,109
COc1ccccc1/C=C/C=C1\Oc2c(ccc(O)c2CN2CCN(CCO)CC2)C1=O,19,7.2,28,6,8,-1,115,-7,92
Cc1c(N2C(=O)CSC2c2ccc(F)cc2)c(=O)n(-c2ccccc2)n1C (stereo unspecified),28,-0.4,-2,-7,-4,.,.,-11,.
COc1ccc(Cl)cc1NC(=S)NCCc1ccc(S(N)(=O)=O)cc1,40,0.5,-15,3,2,7,105,0,104
Cc1noc(C)c1S(=O)(=O)NCC(=O)O,-3,0.3,21,-1,0,-1,101,-4,102
CNC(=O)N(O)C1N(/N=C/c2ccccc2F)C(=S)SC1(C)C (stereo unspecified),15,-1.2,6,-2,-1,7,109,-4,112
C/C(=C\C(=S)Nc1ccccc1)Nc1ccccc1,8,1.9,23,-4,10,0,126,-2,99
CN1CCCN(C(=O)CNC(=O)Cc2ccccc2)CC1,24,0.4,21,-6,-2,-1,100,-5,92
CC(=O)c1ccc(N2CCN(C(=O)Nc3ccc(Cl)cc3)CC2)cc1,13,7.2,8,-16,2,-5,97,8,101
CSc1ncccc1C(=O)OCC(=O)Nc1ccc2c(c1)OCO2,-21,1.9,13,2,6,-1,100,-7,104
CCOc1ccc(C2OC(=O)Cc3cc(OC)c(OC)cc32)cc1 (stereo unspecified),-25,1.8,18,-11,-3,0,102,-2,102
CN(C)C(=O)CSc1nnc(CCCCCNC(=O)OC(C)(C)C)o1,2,1.1,19,-10,0,-4,99,2,99
CCOC(=O)CSc1nc2sccc2c(=O)[nH]1,17,0.6,3,-8,-1,2,106,-7,112
CC(C)C1C(c2ccccc2)N(C)C(c2ccccc2)CC1(O)c1ccccc1 (stereo unspecified),-4,-1.6,20,0,0,9,99,-9,129
CN(C)n1cccc1/C=C(\C#N)S(=O)(=O)c1cccc(Cl)c1,13,-2.8,.,-8,3,19,121,-7,107
COc1ccc(C2CC(=O)C=C(NC3CCCC3)C2)cc1 (stereo unspecified),20,2.3,2,-11,1,-2,90,-10,95

# Record cards, as listed above. Values in the order: PHOSPHO1 block | OXTR ag | NALP1 inh | DNA FID counter | PfM18AAP inh | MEKK2mut PB1 HTS | MEKK3 PB1 HTS | GPR7 antagonist | MEKK2 WT-MEK5
# `CN(C)n1cccc1/C=C(\C#N)S(=O)(=O)c1cccc(Cl)c1` in the list: 13 | -2.8 | . | -8 | 3 | 19 | 121 | -7 | 107
# `CC(C)C1C(c2ccccc2)N(C)C(c2ccccc2)CC1(O)c1ccccc1` (stereo unspecified) in the list: -4 | -1.6 | 20 | 0 | 0 | 9 | 99 | -9 | 129
# `CCOC(=O)CSc1nc2sccc2c(=O)[nH]1` in the list: 17 | 0.6 | 3 | -8 | -1 | 2 | 106 | -7 | 112
# `CCOc1ccc(C2OC(=O)Cc3cc(OC)c(OC)cc32)cc1` (stereo unspecified) in the list: -25 | 1.8 | 18 | -11 | -3 | 0 | 102 | -2 | 102
# `COc1ccc(C2CC(=O)C=C(NC3CCCC3)C2)cc1` (stereo unspecified) in the list: 20 | 2.3 | 2 | -11 | 1 | -2 | 90 | -10 | 95
